Source: PubChem BioAssay (National Center for Advancing Translational Sciences (NCATS))
FEN1 inh = qHTS Assay for the Inhibitors of Human Flap endonuclease 1 (FEN1). P39748. Recombinant FEN1 flap cleavage, fluorescence, 15 min. Potency, µM (top dose mostly 114 µM), for the others: top-dose activity change, negative = inhibition, actives largely listed as inhibitors. hit rate 0.35% among 390,000. AID 588795, 2011; note: nearly all actives have a fitted effect of over 65% in size
Target sequence (P39748 whole entry, looked up): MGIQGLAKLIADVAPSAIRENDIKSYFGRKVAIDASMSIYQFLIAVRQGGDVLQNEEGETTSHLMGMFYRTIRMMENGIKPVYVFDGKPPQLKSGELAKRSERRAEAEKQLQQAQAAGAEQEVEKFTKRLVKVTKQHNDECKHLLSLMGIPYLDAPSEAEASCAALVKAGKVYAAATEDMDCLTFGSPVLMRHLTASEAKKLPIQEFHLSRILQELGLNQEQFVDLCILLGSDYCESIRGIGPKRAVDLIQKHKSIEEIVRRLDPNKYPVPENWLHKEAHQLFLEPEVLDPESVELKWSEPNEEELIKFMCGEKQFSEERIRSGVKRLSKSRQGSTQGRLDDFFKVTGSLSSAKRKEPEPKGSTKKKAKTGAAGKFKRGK
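With each library titrated from low to high concentration, compounds met 10 nM FEN1 for 15 min at room temperature before 50 nM substrate was added; readings at 0 and 15 min fed four-parameter Hill curve fits.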
N370S GC mod = qHTS Assay for Inhibitors and Activators of N370S glucocerebrosidase as a Potential Chaperone Treatment of Gaucher Disease; Lysosomal acid glucosylceramidase (Homo sapiens), P04062; N370S GC spleen homogenate, 4MU-glucoside fluorescence; Potency, µM (top dose mostly 59.4 µM), inactives show at the highest dose activity change, negative = inhibition, hits mostly inhibitors; hit rate 0.092% among 330,000;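 note: 0% = full enzyme activity and -100% = no enzyme basal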
TDP1 block = qHTS Assay for Inhibitors of Tyrosyl-DNA Phosphodiesterase (TDP1). Tyrosyl-DNA phosphodiesterase 1 (Homo sapiens), Q9NUW8. recombinant TDP1, AlphaScreen DNA substrate cleavage. Potency, µM (titrated, usually from 130 µM), without a hit: top-dose activity change, negative = inhibition, most hits filed as inhibitors. hit rate 0.28% among 350,000. AID 485290, 2010; note: nearly all actives have a fitted effect of over 40% in size
Target sequence (Q9NUW8 whole entry, looked up): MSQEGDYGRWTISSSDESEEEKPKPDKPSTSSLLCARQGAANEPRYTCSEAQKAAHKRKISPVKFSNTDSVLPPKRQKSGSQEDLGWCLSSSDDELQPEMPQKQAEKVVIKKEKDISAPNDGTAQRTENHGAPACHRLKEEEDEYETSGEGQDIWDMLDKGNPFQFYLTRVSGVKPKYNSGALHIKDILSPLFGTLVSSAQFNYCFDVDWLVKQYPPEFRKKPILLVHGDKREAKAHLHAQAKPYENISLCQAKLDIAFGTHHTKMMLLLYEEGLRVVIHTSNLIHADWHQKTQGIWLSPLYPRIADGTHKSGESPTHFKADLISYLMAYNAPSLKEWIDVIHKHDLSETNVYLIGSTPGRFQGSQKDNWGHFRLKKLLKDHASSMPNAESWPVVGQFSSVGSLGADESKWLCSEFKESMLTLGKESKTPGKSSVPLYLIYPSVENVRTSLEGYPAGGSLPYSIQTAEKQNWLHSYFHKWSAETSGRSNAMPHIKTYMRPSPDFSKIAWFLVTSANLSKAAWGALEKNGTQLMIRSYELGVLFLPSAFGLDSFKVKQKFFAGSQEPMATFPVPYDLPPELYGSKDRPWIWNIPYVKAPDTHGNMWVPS
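AlphaScreen read-out: signal falls as enzyme removes the 3' tyrosine-FITC from a 5'-biotinylated DNA oligo (15 nM, 5 min, RT). Enzyme was E. coli-made recombinant Tdp1 at 1 nM, exposed to compound for 15 min beforehand; beads 10 ug/ml, 10 min.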
* hit, by the source's call; [ ] = another dose, or the depositor's remark. Calls come from the whole dose curve; as a rule, active = well fitted curve in the direction sought with a large enough effect; inconclusive = small, poorly fitted or top-dose-only effect, or another doubt; inactive = no such curve, though single readings can be large; an effect the other way counts as inactive or inconclusive. Unless noted, % is set by controls: 0 for no effect and ±100 for the full control effect; potency is the fitted concentration of half-maximal effect. Rows are unselected; any-hit rate near 0.53%.

COc1ccc(NC(=O)CN2C(=O)CSc3ncccc32)cc1 was read as FEN1 inh 6% and N370S GC mod -2%.
`COc1ccc(-n2nc3c(N4CCC(C(=O)NCc5cccc(F)c5)CC4)nnc(C)c3c2C)cc1` gave FEN1 inh inconclusive and TDP1 block -14%.
CC(C)(C)OC1NS(=O)(=O)OCC1NCOC(Cl)(Cl)Cl (stereo not given) was read as FEN1 inh 6% and N370S GC mod 1%.
Screening COc1ccc(S(=O)(=O)N(CC(=O)N/N=C/c2ccccc2C(=O)O)c2ccccc2OC)cc1 returned FEN1 inh 19%, N370S GC mod 5% and TDP1 block 4%.
O=C1C=C(NNC(=O)c2cccnc2)CC(c2ccco2)C1 (stereo not given) was read as FEN1 inh -9%, N370S GC mod -10% and TDP1 block -5%.
`Cc1cc(C)c2c(n1)nn1c(C)c(CCC(=O)NCc3ccccc3Cl)c(C)nc21` gave FEN1 inh 36%[activator] and TDP1 block 5%.
Screening C=CCn1c(SCC(=O)Nc2cccc3ccccc23)nnc1-c1cnccn1 returned FEN1 inh -11%, N370S GC mod 3% and TDP1 block 3%.
For COCCNC(=O)c1ccc(Cl)c(Cl)c1 the results were FEN1 inh 1%, N370S GC mod 2% and TDP1 block 4%.
`CCN(CC)S(=O)(=O)c1ccc(NS(=O)(=O)c2ccc(O)c([N+](=O)[O-])c2)cc1` gave FEN1 inh 2%, N370S GC mod -3% and TDP1 block 0%.
CN(C)c1cccc2c1c(NC(=O)Nc1ccc(F)cc1F)nn2C was read as FEN1 inh -7%, N370S GC mod 9% and TDP1 block 11%.
`CCOc1ccc(-n2c(Cc3cc(=O)[nH]c(=O)[nH]3)nnc2SC(C)C(=O)OC)cc1` (stereo not given) gave N370S GC mod 4% and TDP1 block -1%.
For COc1ccc(OC)c(/C(C)=N/Nc2ccc(C(=O)O)cc2)c1 the results were FEN1 inh 14% and N370S GC mod -3%.
For COCCNC(=O)/C(C#N)=C/c1c(N2CCN(C)CC2)nc2ccccn2c1=O the results were FEN1 inh 8% and N370S GC mod inconclusive.
`COc1cccc(OCC(=O)NC2CCCCCC2)c1` gave FEN1 inh -2% and TDP1 block 0%.
Screening Cc1nc(NCCCN2CCOCC2)c2oc3ccccc3c2n1 returned FEN1 inh -3%, N370S GC mod 0% and TDP1 block 7%.
Screening CN1CC(=O)N2[C@H]3c4ccccc4OC[C@@H]3[C@H](c3ccccc3)[C@]2(C)C1=O returned FEN1 inh 18% and TDP1 block 0%.
`NNc1nnc(-c2ccccc2)c(-c2ccccc2)n1` gave FEN1 inh 0%, N370S GC mod -7% and TDP1 block 5%.
Screening COc1ccc(C2C(=O)N(C3CCCCCC3)CC(=O)N2Cc2ccccc2)cc1 (stereo not given) returned FEN1 inh 20% and TDP1 block 3%.
Screening Cn1cnc2c(=O)oc3ccc(S(=O)(=O)N4CCN(c5cccc(C(F)(F)F)c5)CC4)cc3c21 returned FEN1 inh -8% and TDP1 block 0%.
`Cc1ccc(-n2cc(C(C)(C)C)[nH]c2=S)cc1` gave FEN1 inh 14%, N370S GC mod -23% and TDP1 block 9%.
For Cc1ccc(Sc2ccc(N3CCCC(C(=O)Nc4ccc(F)cc4)C3)nn2)cc1 (stereo not given) the results were FEN1 inh -12% and TDP1 block -5%.
Screening Cc1ccc(OCC2Cn3c(nc4c3c(=O)n(C)c(=O)n4C)O2)cc1 (stereo not given) returned FEN1 inh -1%, N370S GC mod 1% and TDP1 block 0%.
Screening CCn1c(CNC(=O)c2ccco2)nnc1SCC(=O)Nc1cc(C(F)(F)F)ccc1Cl returned FEN1 inh -17%, N370S GC mod 16% and TDP1 block 5%.
C=Cc1ccc2c(c1)OCCOCCOCCOCCOCCO2 was read as FEN1 inh 6%, N370S GC mod -26% and TDP1 block 1%.
Screening COc1cccc(N2CCN(C(=O)c3cnc4c(-c5ccccc5)c(C)nn4c3C)CC2)c1 returned FEN1 inh -6% and TDP1 block 8%.
For CCCCCCn1cc(C(=O)O)c(=O)c2ccccc21 the results were FEN1 inh 9%, N370S GC mod -1% and TDP1 block 5%.
`Cc1cn(C)c(CC(=O)NCc2ccc(F)cc2)c1C(=O)O` gave FEN1 inh 0% and TDP1 block 6%.
CCOc1cc(CNn2cnnc2)cc(Br)c1OCC(=O)NC(C)(C)C was read as FEN1 inh 4%, N370S GC mod -17% and TDP1 block 4%.
Screening Cc1ccc(C(=O)NC2(C(F)(F)F)NC(=O)N(c3ccc(Cl)cc3)C2=O)cc1 (stereo not given) returned FEN1 inh 1%, N370S GC mod -3% and TDP1 block 3%.
Screening COc1ccc([N+](=O)[O-])cc1NC(=O)c1ccc(CN(c2ccc(C)c(C)c2)S(C)(=O)=O)cc1 returned FEN1 inh 19%, N370S GC mod -4% and TDP1 block -1%.
Screening COc1cc(OC)c(CN2CCC(Cc3ccccc3)CC2)cc1Br returned FEN1 inh 2% and N370S GC mod -9%.
Screening C/C(=N\OC(=O)c1cccc(C)c1)c1sc(-c2ccccc2)nc1C returned FEN1 inh 1%, N370S GC mod -19% and TDP1 block 6%.
`CCCCc1cc(=O)oc2cc(OCC(=O)N[C@@H](Cc3ccccc3)C(=O)O)ccc12` gave FEN1 inh 12% and N370S GC mod 0%.
`CCOc1ccc(NC(=S)Nc2cccc3cnccc23)cc1` gave FEN1 inh -15%, N370S GC mod -1% and TDP1 block -3%.
CCOC(=O)C1=C(C)N=c2s/c(=C/c3ccc(OCC(=O)O)cc3)c(=O)n2C1c1ccc(F)cc1 (stereo not given) was read as FEN1 inh inconclusive and N370S GC mod -8%.
`CCCN(CCC)C(=O)Cn1ccc(=N)c2ccccc21` gave FEN1 inh 1%, N370S GC mod 3% and TDP1 block -4%.
For C=CCn1cc(Cl)cc(C(=O)Nc2ccccc2)c1=O the results were FEN1 inh -7% and N370S GC mod 0%.
`CCOc1ccc(NC(=O)COC(=O)CC2CC3CCC2C3)cc1` (stereo not given) gave FEN1 inh -4% and TDP1 block -6%.
`CCN(CC)CCN1C(=O)C(=O)/C(=C(/O)c2ccc(Cl)cc2)C1c1ccncc1` (stereo not given) gave FEN1 inh 1%, N370S GC mod -5% and TDP1 block 3%.
For Cc1n(CC(=O)c2ccc(F)cc2)c2ccccc2[n+]1C the results were FEN1 inh 14%, N370S GC mod 11% and TDP1 block 0%.
Screening COc1ccc(C(=O)OCCCN(C)C)cc1OC returned FEN1 inh -3%, N370S GC mod -3% and TDP1 block -2%.
Screening Cc1ccc(C(=O)COC(=O)COc2ccccc2O)cc1C returned FEN1 inh -6% and TDP1 block -1%.
`CC1=C(C(=O)NCc2ccccc2C)C2(CCCCCC2)OC1=O` gave FEN1 inh -8% and TDP1 block 9%.
Screening Oc1ccccc1N=Cc1ccc[nH]1 returned FEN1 inh 0%, N370S GC mod 2% and TDP1 block 2%.
Cc1ccc2c(c1)c1c(c(=O)n(-c3ccccc3)c(=O)n1CC(=O)c1ccc(F)cc1)n2C was read as FEN1 inh -1% and TDP1 block 6%.
`O=C(NCc1ccccn1)c1cc(-c2ccccc2)on1` gave FEN1 inh 4%, N370S GC mod 8% and TDP1 block 8%.
COc1ccccc1NC(=O)CNc1ccc(F)c(Cl)c1 was read as FEN1 inh -4%, N370S GC mod 3% and TDP1 block -3%.
`COCC(=O)NC1CCN(C(=O)NCc2ccccc2)CC1` gave FEN1 inh 10%, N370S GC mod -16% and TDP1 block 0%.
`Cc1cc(-n2c(=O)c(C#N)cc3c(=O)n4ccccc4nc32)no1` gave FEN1 inh -2% and N370S GC mod inconclusive.
Screening O=C(Nc1ccccn1)c1ccc(Br)s1 returned FEN1 inh 1% and N370S GC mod -1%.
For COc1ccc2oc(=O)cc(CN3CCN(Cc4ccccc4)CC3)c2c1 the results were FEN1 inh 2% and TDP1 block 0%.
For O=C(O)Cn1nc(-c2ccc(Cl)cc2)ccc1=O the results were FEN1 inh -4% and N370S GC mod -1%.
For CC(SCc1nc2sc3c(c2c(=O)[nH]1)CCCC3)C(=O)Nc1ccccn1 (stereo not given) the results were FEN1 inh 0%, N370S GC mod -2% and TDP1 block 0%.
Screening CCSc1ccccc1C(=O)NCc1ccc(S(N)(=O)=O)cc1 returned FEN1 inh 3%, N370S GC mod 0% and TDP1 block 11%.
For COc1ccc(C2C(C#N)=C(/N=C/N3CCN(C)CC3)OC3=C2C(=O)CC(C)(C)C3)cc1 (stereo not given) the results were FEN1 inh -2%, N370S GC mod -17% and TDP1 block 0%.
`O=C(CCCC(=O)NCc1ccc(F)cc1)NCc1ccc(F)cc1` gave FEN1 inh -2%, N370S GC mod -8% and TDP1 block 7%.
O=C1CC(c2cccc(Cl)c2)CC(O)=C1C=NCCCO (stereo not given) was read as FEN1 inh -5%, N370S GC mod -4% and TDP1 block 5%.
For CN(C)c1ccc(/C=N/NC(=O)c2ccc(Cn3cc(Br)cn3)o2)cc1 the results were FEN1 inh inconclusive, N370S GC mod -17% and TDP1 block 4%.
For CC(C)(C)c1ccc(C(=O)NN2C(=O)CSC2=S)cc1 the results were FEN1 inh -3%, N370S GC mod -12% and TDP1 block 5%.
Screening COc1ccc(C(=O)Nc2cccc3ccccc23)cc1 returned FEN1 inh -7% and N370S GC mod 5%.
`N/C(=N\OC(=O)c1cccc(Cn2cc(C(F)(F)F)ccc2=O)c1)c1ccc(Cl)cc1` gave FEN1 inh -20%, N370S GC mod 17% and TDP1 block 3%.
For CCCCn1c(N)c(N(CCOC)C(=O)CCCc2cccs2)c(=O)[nH]c1=O the results were FEN1 inh 1% and N370S GC mod 3%.
For COc1ccc2oc(=O)c(-c3cn4c(n3)sc3cc(OC)ccc34)cc2c1 the results were FEN1 inh 0% and TDP1 block 3%.
For O=C(Cc1ccccc1)N(Cc1cccnc1)c1nc2ccc(Cl)cc2s1 the results were FEN1 inh 10% and TDP1 block 0%.
For CC(=O)NC(C)c1nc2ccccc2n1Cc1ccccc1Cl (stereo not given) the results were FEN1 inh 14% and TDP1 block 5%.
Screening Cc1cccc(Oc2ccc(NC(=O)c3ccccc3C(=O)O)cc2)c1 returned FEN1 inh -1%, N370S GC mod -7% and TDP1 block 6%.
For O=C(N/N=C/c1cc(Br)c(O)c(Br)c1)C1CC1 the results were FEN1 inh -3% and N370S GC mod -2%.
For COc1cc(C2CC(=O)Nc3c2c(=O)n(C)c(=O)n3C)cc(OC)c1OC (stereo not given) the results were FEN1 inh -12% and TDP1 block -4%.
`CCC1CCCCN1C(=O)CSc1nnc(-c2cccs2)o1` (stereo not given) gave FEN1 inh 5%, N370S GC mod -5% and TDP1 block 0%.
Screening CCCCCCCC1CC(/C(C)=N/NC(N)=O)OC1=O (stereo not given) returned FEN1 inh 7%, N370S GC mod -7% and TDP1 block -3%.
For COc1ccc(C(=O)NC(=S)Nc2ccc(Cc3ccncc3)cc2)cc1 the results were FEN1 inh -1%, N370S GC mod -8% and TDP1 block 8%.
CC(C)CCNC(=O)C(C)N(C(=O)Cn1nnc(-c2ccc(F)cc2)n1)C1CCCC1 (stereo not given) was read as FEN1 inh -19%, N370S GC mod -6% and TDP1 block -1%.

A draw from above in order of count of non-hydrogen atoms, rising.
For O=C(N/N=C/c1cc(Br)c(O)c(Br)c1)C1CC1 the results were FEN1 inh -3% and N370S GC mod -2%.
For CC(C)(C)c1ccc(C(=O)NN2C(=O)CSC2=S)cc1 the results were FEN1 inh -3%, N370S GC mod -12% and TDP1 block 5%.
Screening COc1ccc(C(=O)Nc2cccc3ccccc23)cc1 returned FEN1 inh -7% and N370S GC mod 5%.
`CCC1CCCCN1C(=O)CSc1nnc(-c2cccs2)o1` (stereo not given) gave FEN1 inh 5%, N370S GC mod -5% and TDP1 block 0%.
For CC(=O)NC(C)c1nc2ccccc2n1Cc1ccccc1Cl (stereo not given) the results were FEN1 inh 14% and TDP1 block 5%.
Screening Cc1cccc(Oc2ccc(NC(=O)c3ccccc3C(=O)O)cc2)c1 returned FEN1 inh -1%, N370S GC mod -7% and TDP1 block 6%.
For COc1cc(C2CC(=O)Nc3c2c(=O)n(C)c(=O)n3C)cc(OC)c1OC (stereo not given) the results were FEN1 inh -12% and TDP1 block -4%.
For CCCCn1c(N)c(N(CCOC)C(=O)CCCc2cccs2)c(=O)[nH]c1=O the results were FEN1 inh 1% and N370S GC mod 3%.
CC(C)CCNC(=O)C(C)N(C(=O)Cn1nnc(-c2ccc(F)cc2)n1)C1CCCC1 (stereo not given) was read as FEN1 inh -19%, N370S GC mod -6% and TDP1 block -1%.
